Bioassay records: PubChem BioAssay, several laboratories
IMP-1 inh = inhibitors of Pseudomonas aeruginosa IMP-1 metallo-beta-lactamase; inhibition, % at 5.6 µM; purified IMP-1, nitrocefin hydrolysis, epi-absorbance fluorescence; 290,000 compounds, 0.45% hits; AID 1556;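 active means inhibition above the mean plus 3 SD of all compounds in the same screening run, cut at about 4.5% in these data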;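 further: 0% = IMP-1 with DMSO and 100% = DMSO wells lacking enzyme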
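Material – recombinant IMP-1 enzyme, purified · Amount – IMP-1 0.2 nM before substrate addition · Medium – HEPES buffer pH 7.1 with ZnSO4 and Brij 35 · Timing – 25 °C, 15 min preincubation, 25 min reaction · Measured by – plate fluorescence quenching by hydrolysis product, ex 480/em 530 nm · Read-out – percent enzyme inhibition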
GPR7 antag = antagonists of human GPR7 (neuropeptides B/W receptor 1). P48145. GPR7-expressing cells, fluorescence antagonist assay. inhibition, % at 4.4 µM. 290,000 compounds, 1.1% hits; in the data active means inhibition above about 16%, passing the limit was not always enough;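 further: cells stimulated with the agonist NPW; 0% = agonist with vehicle and 100% = vehicle without agonist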
Target sequence (P48145 whole entry, looked up): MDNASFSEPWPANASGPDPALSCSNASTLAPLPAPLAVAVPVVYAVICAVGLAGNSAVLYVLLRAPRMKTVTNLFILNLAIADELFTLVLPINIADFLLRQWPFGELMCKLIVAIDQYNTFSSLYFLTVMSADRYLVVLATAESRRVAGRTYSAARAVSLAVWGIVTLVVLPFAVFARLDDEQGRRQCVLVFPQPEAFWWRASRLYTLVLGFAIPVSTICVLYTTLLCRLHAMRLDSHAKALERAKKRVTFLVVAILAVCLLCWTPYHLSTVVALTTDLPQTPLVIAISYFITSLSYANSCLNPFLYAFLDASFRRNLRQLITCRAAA
IDE cell activ = IDE (human) activation, cell-based. P14735. HEK cells, FAbeta-B cleavage, fluorescence polarization; 0% vehicle, 100% cell-free pure enzyme wells. activation, % at 5.96 µM. 340,000 compounds, 0.073% hits. AID 493087;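 active means activation above the mean of all tested compounds plus 3 SD, set per screening campaign, cut at about 17% in these data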
M18AAP inhibitor = PfM18AAP enzyme inhibition. recombinant PfM18AAP, H-Glu-NHMec fluorogenic cleavage. inhibition, % at 7.35 µM. 290,000 compounds, 1.2% hits;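 active means inhibition above the campaign mean inhibition over all tested compounds plus 3 SD, cut at about 28% in these data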;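 further: 0% = plate median of test compound wells and 100% = 2 mM ZnCl2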
IDE cell inh = inhibits human insulin-degrading enzyme in HEK cells. P14735. FAbetaB cleavage, fluorescence polarization. inhibition, % at 5.59 µM. 320,000 compounds, 0.41% hits;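 active means percent inhibition above the average of all tested compounds plus 3 SD, set per screening campaign, cut at about 16% in these data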;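 further: IDE supplied by intact live HEK cells; FP after avidin binding of uncleaved biotin substrate so inhibition keeps polarization high; 0% = DMSO wells and 100% = 60 µM reference IDE inhibitor Ii1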
VIM-2 inh = blocks Pseudomonas aeruginosa VIM-2 metallo-beta-lactamase. purified VIM-2, nitrocefin hydrolysis, epi-absorbance fluorescence. inhibition, % at 5.6 µM. 290,000 compounds, 0.89% hits. AID 1527;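 active means inhibition above the mean of all tested compounds plus 3 SD, cutoff set per screening run, cut at about 7.5% in these data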;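 further: red hydrolysis product quenches plate fluorescence so inhibitors raise well fluorescence; 0% = enzyme with DMSO and 100% = DMSO without enzyme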
PHOSPHO1 inh = PHOSPHO1 (human) inhibition; recombinant PHOSPHO1, absorbance phosphatase assay; inhibition, % at 13.3 µM; 290,000 compounds, 1.1% hits; Q8TCT1; in the data active means inhibition above about 60%
Target sequence (Q8TCT1 whole entry, looked up): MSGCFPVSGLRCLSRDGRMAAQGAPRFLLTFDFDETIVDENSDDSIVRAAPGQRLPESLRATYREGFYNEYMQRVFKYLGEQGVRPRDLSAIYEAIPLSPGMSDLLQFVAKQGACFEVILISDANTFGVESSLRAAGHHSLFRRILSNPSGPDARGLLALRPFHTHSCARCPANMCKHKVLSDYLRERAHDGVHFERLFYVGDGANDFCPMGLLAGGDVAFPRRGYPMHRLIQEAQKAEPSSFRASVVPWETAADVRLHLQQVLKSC
NALP1 inh = NALP1 inhibition. 280,000 compounds, 0.61% hits. inhibition, % at 10 µM. S. cerevisiae NALP1/ASC/caspase-1 growth, X-gal OD620, 72 h; in the data active means inhibition mostly above about 24%, no sharp cut-off; inactive means mostly below about 32%; further: some compounds called inactive have numbers as strong as hits
p-CIP stab down = p/CIP protein destabilization. AID 1984. Q05BA5. F442A p/CIP-EGFP cells, EGFP fluorescence, 16 h. 290,000 compounds, 0.01% hits. decrease of EGFP signal, % at 10 µM;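 active means EGFP signal decrease of at least 30% at 10 µM or well 3 SD below plate mean, unless failing retest; inactive means the rest, including hits failing retest or dose response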; further: some compounds called inactive have numbers as strong as hits; many of its hits are not listed in these tables
* = called active by the depositor; . = no result given.

IMP-1 inh	GPR7 antag	IDE cell activ	M18AAP inhibitor	IDE cell inh	VIM-2 inh	PHOSPHO1 inh	NALP1 inh	p-CIP stab down	canonical_smiles
-2.5	-3	5	5	-12	-5.5	3	33	-4	Cc1cnc(C(=O)OCC(=O)Nc2cc(S(=O)(=O)N3CCCCC3)ccc2Cl)cn1
-3.1	11	2	-2	.	-1.9	35	-1	3	CCC(C(=O)NC1CCCC1)N(C(=O)Cn1nnc(-c2ccc(C)o2)n1)c1ccc(F)cc1 (centres undefined)
-1.8	9	-2	-16	-1	1.5	15	9	3	Cc1nc2c(Br)cc(Br)cc2cc1O
-0.8	-4	6	2	-7	-4.2	-10	6	0	Cc1n[nH]c(=O)nc1N1CCN(c2ccccc2)CC1
-2.1	-10	3	11	-1	-2.5	23	-1	-6	CCOc1ccc(NC(=O)c2ccc(NS(=O)(=O)c3cccs3)cc2)cc1
-2.8	-12	-6	26	-5	-3.6	78*	-18	3	Nn1c(C2COc3ccccc3O2)n[nH]c1=S (centres undefined)
-3.8	10	-1	2	9	-3.9	46	22	-6	N#Cc1ccc(NC(=O)Nc2ccc(Oc3ccc(NC(=O)Nc4ccc(C#N)cc4)cc3)cc2)cc1
-1.6	-1	0	3	2	-0.1	16	3	-3	Cc1ccc(-c2[nH]ncc2/C=N/n2c(C)nc3ccccc3c2=O)cc1
0.2	0	0	-7	5	-0.4	-4	2	-5	Oc1ccc2ccccc2c1C=Nc1cc(C(F)(F)F)ccc1N1CCCC1
-1.9	-7	8	1	2	-0.8	18	10	0	CCc1ccc(CN(C)C(=O)C2CCC(=O)N(Cc3cccc(OC)c3)C2)nc1 (centres undefined)
-4.0	1	1	-2	2	-1.4	-4	-5	-2	c1ccc2[nH]c(NCCCN3CCOCC3)nc2c1
-2.1	-7	-2	9	1	-3.8	32	-3	-7	CCn1c2ccccc2c2cc(NC(=O)COc3ccc(OC)cc3)ccc21
-2.2	2	2	5	-7	-2.5	33	-18	-16	FC(F)Oc1ccc(-n2cc(-c3ccc(Cl)cc3)[n+]3c2CCCCC3)cc1
-3.1	-5	7	-3	0	-2.2	10	-3	-29	COc1ccccc1OCc1ccc(C(=O)NCC2CCCO2)o1 (centres undefined)
-3.1	-4	3	17	-13	-3.5	22	6	-2	O=C(N/N=C/c1cc2c(cc1[N+](=O)[O-])OCO2)c1ccc2c(c1)OCO2
-3.1	4	3	-3	5	0.2	8	2	-14	CC(C)CNC(=O)CCCc1c[nH]c2ccccc12
-1.9	-8	0	-5	1	-2.4	-25	14	13	CCCCNC(=S)Nc1ccc(SC(F)F)cc1
-3.1	-5	-3	0	0	-4.0	-10	20	6	Cc1ccc(SCc2cc(=O)[nH]c(Nc3nc(C)c4ccc(C)cc4n3)n2)cc1
-1.9	4	-4	-3	5	-5.2	33	-24	3	CCOC(=O)C1CCCN(C(=O)c2ccc3c(=O)n(Cc4ccccc4OC)c(=S)[nH]c3c2)C1 (centres undefined)
-2.3	-3	2	-3	-1	-2.5	32	-19	-13	COc1ccc(N(C(C)C(=O)Nc2cccnc2)S(C)(=O)=O)cc1 (centres undefined)

Reformatted with bars between the fields: entries from further up.
SMILES | IMP-1 inh | GPR7 antag | IDE cell activ | M18AAP inhibitor | IDE cell inh | VIM-2 inh | PHOSPHO1 inh | NALP1 inh | p-CIP stab down
CCOC(=O)C1CCCN(C(=O)c2ccc3c(=O)n(Cc4ccccc4OC)c(=S)[nH]c3c2)C1 (centres undefined) | -1.9 | 4 | -4 | -3 | 5 | -5.2 | 33 | -24 | 3
COc1ccc(N(C(C)C(=O)Nc2cccnc2)S(C)(=O)=O)cc1 (centres undefined) | -2.3 | -3 | 2 | -3 | -1 | -2.5 | 32 | -19 | -13

15 entries from above in a different format.
Each structure is followed by: IMP-1 inh	GPR7 antag	IDE cell activ	M18AAP inhibitor	IDE cell inh	VIM-2 inh	PHOSPHO1 inh	NALP1 inh	p-CIP stab down
- Nn1c(C2COc3ccccc3O2)n[nH]c1=S (centres undefined)
  -2.8	-12	-6	26	-5	-3.6	78*	-18	3
- N#Cc1ccc(NC(=O)Nc2ccc(Oc3ccc(NC(=O)Nc4ccc(C#N)cc4)cc3)cc2)cc1
  -3.8	10	-1	2	9	-3.9	46	22	-6
- Cc1ccc(-c2[nH]ncc2/C=N/n2c(C)nc3ccccc3c2=O)cc1
  -1.6	-1	0	3	2	-0.1	16	3	-3
- Oc1ccc2ccccc2c1C=Nc1cc(C(F)(F)F)ccc1N1CCCC1
  0.2	0	0	-7	5	-0.4	-4	2	-5
- CCc1ccc(CN(C)C(=O)C2CCC(=O)N(Cc3cccc(OC)c3)C2)nc1 (centres undefined)
  -1.9	-7	8	1	2	-0.8	18	10	0
- c1ccc2[nH]c(NCCCN3CCOCC3)nc2c1
  -4.0	1	1	-2	2	-1.4	-4	-5	-2
- CCn1c2ccccc2c2cc(NC(=O)COc3ccc(OC)cc3)ccc21
  -2.1	-7	-2	9	1	-3.8	32	-3	-7
- FC(F)Oc1ccc(-n2cc(-c3ccc(Cl)cc3)[n+]3c2CCCCC3)cc1
  -2.2	2	2	5	-7	-2.5	33	-18	-16
- COc1ccccc1OCc1ccc(C(=O)NCC2CCCO2)o1 (centres undefined)
  -3.1	-5	7	-3	0	-2.2	10	-3	-29
- O=C(N/N=C/c1cc2c(cc1[N+](=O)[O-])OCO2)c1ccc2c(c1)OCO2
  -3.1	-4	3	17	-13	-3.5	22	6	-2
- CC(C)CNC(=O)CCCc1c[nH]c2ccccc12
  -3.1	4	3	-3	5	0.2	8	2	-14
- CCCCNC(=S)Nc1ccc(SC(F)F)cc1
  -1.9	-8	0	-5	1	-2.4	-25	14	13
- Cc1ccc(SCc2cc(=O)[nH]c(Nc3nc(C)c4ccc(C)cc4n3)n2)cc1
  -3.1	-5	-3	0	0	-4.0	-10	20	6
- CCOC(=O)C1CCCN(C(=O)c2ccc3c(=O)n(Cc4ccccc4OC)c(=S)[nH]c3c2)C1 (centres undefined)
  -1.9	4	-4	-3	5	-5.2	33	-24	3
- COc1ccc(N(C(C)C(=O)Nc2cccnc2)S(C)(=O)=O)cc1 (centres undefined)
  -2.3	-3	2	-3	-1	-2.5	32	-19	-13

Following part:
IMP-1 inh	GPR7 antag	IDE cell activ	M18AAP inhibitor	IDE cell inh	VIM-2 inh	PHOSPHO1 inh	NALP1 inh	p-CIP stab down	canonical_smiles
-2.4	-16	.	19	3	-2.0	35	.	0	COCCNC(=O)c1cn(C(C)c2ccccc2F)nn1 (centres undefined)
-3.0	-5	4	17	-2	-1.8	58	-16	4	CCOc1ccc(NC(=O)NCC2CCN(c3ccc(OC)cc3)C2)cc1 (centres undefined)
-2.3	-11	6	-3	-2	-0.8	13	5	12	CCOc1ccccc1N1CC(C(=O)NCCOc2ccccc2OC)CC1=O (centres undefined)
-3.5	-4	8	-2	.	-1.2	25	6	1	CCOc1ccc(Br)cc1CNCc1cccnc1
-2.9	-11	3	-1	0	-3.4	18	16	-7	O=C1CC(=O)Nc2cc(S(=O)(=O)Nc3ccc(F)cc3Cl)ccc2N1
-3.6	5	0	27	-1	-1.1	32	58*	0	Cc1cc(C)cc(N2C(=O)CC(Sc3ncn[nH]3)C2=O)c1 (centres undefined)
-2.1	-4	-2	-10	-3	-3.7	0	24	10	O=C1C(Nc2ccccc2)=C(NS(=O)(=O)c2ccccc2)C(=O)c2ccccc21
-2.2	-7	1	2	1	-1.3	13	10	-26	C/C(N)=C(/C#N)C(=O)COC(=O)c1ccccc1Cc1ccccc1
7.1*	-6	-1	-4	5	0.4	-2	27	-11	Cc1ccc(S(=O)(=O)N2CCCCC2)cc1NC(=O)CSc1ccc2c(c1)OCCO2
